# Screening results: PubChem, Broad Institute
# miR122 inh = miR-122 inhibition in Huh7 cells | Huh7 miR-122 Renilla luciferase sensor, 48 h; neutral wells = 0, positive control = 100 | 340,000 compounds, 0.3% hits | activation (reporter increase), % at 12.5 µM | AID 602342;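 active = mean replicate activation score at least 90 and every replicate individually at or above 90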;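 note: higher luciferase means less miR-122 activity so hits act as miR-122 inhibitors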
# PglD DTNB = blocks C. jejuni PglD acetyltransferase activity; purified PglD enzyme, DTNB colorimetric CoA detection; inhibition, % at 12.5 µM; 360,000 compounds, 0.098% hits; AID 602405; in the data active = inhibition above about 16%, passing the limit was not always enough; note: strong numbers were not always called active
# FN deposit inh = fibronectin deposition inhibition; AID 743247; AH1F fibroblasts, Alexa488-fibronectin deposition fluorescence, overnight; inhibition, % at 12.6 µM; 350,000 compounds, 0.086% hits;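 active = mean inhibition across replicates of 30% or more, regardless of how many single replicates reach that level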;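 note: positive control wells lacked labelled fibronectin entirely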
#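 Material: AH1F fibroblast monolayer depositing Alexa488-labelled fibronectin into matrix | Input: 10000 AH1F cells/well | Medium: DMEM plus 2% serum, read in PBS | Reagent: Alexa488-fibronectin, 24 nM final in well | Compound dosing: One dose per compound, pinned | Schedule: 1 h adhesion, overnight exposure | Measured by: Fluorescence at 485 nm excitation, 525 nm emission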
# PGC1a acetyl inh = PGC1a acetylation modulation, inhibitor mode; U2OS PGC1a acetylation, AlphaScreen anti-acetyl-lysine; with virally co-expressed GCN5 acetyltransferase; inhibition, % at 15.6 µM; 350,000 compounds, 0.17% hits; AID 651687;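 active = every replicate shows inhibition of at least 40%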;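 note: 0% = neutral control wells and 100% = positive control wells; some results beyond the cut were filed as inactive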
# Cneo AK release = causes C. neoformans cell lysis; adenylate kinase release luminescence, 4 h; normalised: neutral wells 0, clomiphene wells 100; lysis activity, % at 15 µM; 360,000 compounds, 0.2% hits; AID 651654;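 active = mean lysis activity across replicates of at least 80%, whatever share of replicates individually reach that level; inactive = mean lysis activity below 80%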
#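 Schedule: static 4 h at 37 °C with compound, 1 h detection; system: C. neoformans cells; benchmarks: Clomiphene as positive control; buffer or medium: fresh YPD medium; measure: luminescence rise reflecting yeast cell lysis; measured by: luminescent adenylate kinase detection reagent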
# CFTR F508del cor = CFTR F508del correction in bronchial cells; activity (quench increase), % at 7.58 µM; CFBE cells, YFP halide quenching; stimulated with forskolin plus potentiator P3; % fluorescence drop versus neutral controls; 350,000 compounds, 0.36% hits; AID 720511;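 active = mean added fluorescence quench of at least 8% versus neutral control, with both replicates also reaching 8%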;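 note: cells transiently co-express mutant CFTR-F508del with the halide-sensitive YFP; corrector assay measuring rescue of mutant channel to the surface after 24 h compound exposure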
# Statin myotox sup = protects C2C12 myotubes from simvastatin toxicity; ATP luminescence, 48 h; scaled: DMSO 0, geranylgeraniol control 100; 330,000 compounds, 0.78% hits; rescue of ATP level, % at 7.49 µM; AID 602340;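 active = mean ATP rescue above about 67%, or every replicate alone reaching that limit, limit read from the data, passing the limit was not always enough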;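 note: myotubes were challenged with 10 µM simvastatin during compound exposure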
# INS-1E GSIS act = GLuc luminescence reporter in INS-1E cells, primary screen for activators of glucose-dependent secretion of insulin. activation, % at 16.6 µM. AID 743287. 370,000 compounds, 0.61% hits. INS-1E GLuc reporter insulin secretion, 2-3 h;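 active = lowest replicate activation of at least 40%, so every replicate reaches that level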;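 note: 0% = median of neutral control wells and 100% = median of IBMX positive control wells; some compounds called inactive have numbers as strong as hits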
# Active calls of the source: *; nt = no result given; & = joins results of further samples; [ ] = another dose, or the depositor's remark.
SMILES,miR122 inh,PglD DTNB,FN deposit inh,PGC1a acetyl inh,Cneo AK release,CFTR F508del cor,Statin myotox sup,INS-1E GSIS act
O=[N+]([O-])c1ccc(N2CCCC(C(F)(F)F)C2)c2ccncc12 (centres undefined),-9,-2,-6,nt,-4,-3.6,1,-46
CCC(C)N1CCN(C(=O)Cc2ccccc2)CC1 (centres undefined),-1,11,nt,3,3,nt,7,nt
C[C@H]1CN([C@@H](C)CO)C(=O)CCCn2nncc2CO[C@H]1CN(C)C(=O)Oc1ccc2ccccc2c1,-5,-6&-2&2,3&8,7&4&2,0&43&10,0.8&-0.2&-2.7,-2&-5&15,-2&-7
CN(CCc1ccccc1)Cc1c[nH]c2ccccc12,nt,-1,-2,nt,-1,2.6,-20,-54
COCCCn1c(-c2ccc(OC)cc2)cc(C(=O)NC2CCCCCCC2)c1C,7,nt,0,2,nt,0.2,-10,15
CCC(=NCCC(c1ccccc1)c1ccccc1)c1c(O)[nH]c(=O)[nH]c1=O,1,-3,24,nt,0,nt,nt,75
O=C(CN1CCCC1=O)N1CCOCC1,-1,-1,-7,nt,-3,nt,6,nt
C/C=C/c1ccc(C2[C@@H]3CN(C(=O)C4CCOCC4)C[C@H]2N3)cc1 (some centres undefined),nt,nt,-6&8,3&7,nt,-2.1&-2.5,nt,10&8
COc1ccc(OC)c(N2C(=O)NC(=O)C3(Cc4cc(C)ccc4N(C)C3)C2=O)c1 (centres undefined),-7,-3,nt,7,0,nt,-5,-7
CCN1CCN(C(=O)Cc2coc3ccc4ccccc4c23)CC1,4,5,4,-32,-1,nt,31,nt
Clc1ccc(C(OCCN2CCCCC2)c2ccccc2)cc1 (centres undefined),0,0,-3,nt,-1,-1.0,-3,nt
Fc1ccc(Cn2nnnc2CN2CCC(n3nnc4cc(C(F)(F)F)ccc43)CC2)cc1,-3,-1,0,5,-2,-0.6,-11,nt
CCCCC(=O)C1C(=O)NC(=O)NC1=O,-8,-2,nt,16,2,nt,-11,nt
O=C(Cc1ccccn1)N1CCCCN2[C@@H](CO)[C@H](c3ccc(-c4ccc(F)cc4)cc3)[C@@H]2C1,3[16.7 µM],-1,nt,1,2,-4.7,nt,11
CCN1CCN(c2nc3c(c(=O)[nH]2)CCCC3)CC1,-3,-2,nt,8,15,nt,-9,11
CCOP(=O)(NC(C)C)Oc1ccc(SC)c(C)c1 (centres undefined),nt,3,nt,nt,0,-1.1,34,-26
COc1cccc(CN2CCN(Cc3cccc(F)c3)CC2)c1,3,1,-2,nt,1,2.2,12,10
S=P(NCCSCc1ccccc1)(N1CC1)N1CC1,-5,-1,4,-13,6,2.3,-1,4
NP(=O)(OCCCc1ccccc1)c1ccccc1 (centres undefined),4,3,-9,-4,-1,2.6,-4,4
COc1ccc(C(=O)C(Cc2ccccc2)N(C)C)cc1 (centres undefined),-5,-5,-10,-2,1,nt,0,-25
CCCNC(=O)N1C2CCC1CC(O)(c1cccnc1)C2 (centres undefined),-2,-4,-3,1,2,nt,-26,nt
O=S1c2ccccc2-c2ccccc21,-3,3,10,5,1,-2.3,3,11
O=C(Cc1ccccc1)N1CCCCN2[C@H](CO)[C@H](c3ccc(-c4ccccc4)cc3)[C@@H]2C1,4[16.7 µM],4,nt,-9,0,-2.3,nt,-15
CC1(CCO)C(=O)NC(=S)NC1=O,-8,-8,5,6,0,0.0,-3,13
COc1ccc(OCC#CCN2CCC(C)CC2)cc1,-4,nt,-5,-3,nt,1.3,-5,9
# (cont.)
SMILES,miR122 inh,PglD DTNB,FN deposit inh,PGC1a acetyl inh,Cneo AK release,CFTR F508del cor,Statin myotox sup,INS-1E GSIS act
COC(=O)[C@@H]1[C@@H](CO)[C@@H]2Cn3c(ccc(-c4ccc(OC)cc4)c3=O)[C@H]1N2C(=O)c1ccccc1F,-1[16.7 µM],1,nt,nt,-1,1.2,14,-2
CCOc1cc(CNCCc2ccccc2F)ccc1OC,-3,-3,6,2,0,-2.7,10,10
O=c1oc2ccccc2c(O)c1C(c1ccccn1)c1c(O)c2ccccc2oc1=O,2,nt,12,11,nt,-0.3,7,-11
O=C(Cc1ccccc1)N1CCN(CC2CC=CCC2)CC1 (centres undefined),0,-1,1,-5,-1,nt,nt,nt
CCC(c1nnnn1C1CCCC1)N1CCC2(CC1)C(=O)NCN2c1ccccc1 (centres undefined),0,1,8,-10,2,-0.2,-7,0
C[C@]12CC[C@H](O)CC1=CC[C@@H]1[C@@H]2CC[C@]2(C)C(=O)CC[C@@H]12,-4,2,-4,-4,0,-7.8,3,nt
Cc1ccc(Cn2nnnc2CN2CCC(n3nnc4cc(C(F)(F)F)ccc43)CC2)cc1,-2,6,-4,-5,11,nt,-12,nt
COc1ccc(CN2CCN(C(=O)COc3cccc(C)c3)CC2)c(OC)c1,-9,6,nt,-2,-3,nt,1,nt
CCn1c(O)c(/C=N/NC(=O)c2ccccc2)c(=O)[nH]c1=S,nt,nt,2,5,nt,-1.1,nt,-7
Cc1ccc(CS(=O)(=O)Cc2ccc(C(=O)N3CCC4(CC3)OCCO4)o2)cc1,0,-7,nt,5,0,nt,-27,11
O=C(O)C1=CC2c3ccccc3C1c1ccccc12,-2,4,-2,17,-5,-1.2,8,nt
Cc1ccc(CN2C3CCCC2CC(NC(=O)Nc2cccc(F)c2)C3)cc1 (centres undefined),nt,nt,3,-23,nt,-0.3,nt,22
O=C1/C(=C\c2cc3c(cc2Cl)OCO3)N2CCC1CC2,-5,7,6,nt,1,nt,nt,-7
CN1C(=O)NC(=O)[C@]2(Cc3ccccc3N3CCN(c4ccccc4)CC32)C1=O (some centres undefined),9,-3,7,-5,1,nt,11,nt
CC(=O)OC(C)(C)/C=C/C(=O)C(C)(O)C1C(O)CC2(C)C3CC=C4C(CC(O)C(=O)C4(C)C)C3(C)C(=O)CC12C (centres undefined),2,nt,30*,70*,nt,-13,nt,-10
COc1ccc(-c2ccc([C@H]3[C@H]4CN(C(=O)Cc5ccncc5)CCCCN4[C@H]3CO)cc2)cc1,-11[16.7 µM],-1,nt,0,4,-0.2,9,-4
CC(C)Nc1ccc(Nc2ccccc2)cc1,-8,4,1,-17,1,-0.9,-6,-15
C=C1N2CCC(CC2)C1(O)c1ccccc1C (centres undefined),-3,-11,nt,3,-1,nt,-8,nt
O=C(c1cc(F)ccc1F)C1CCCN(Cc2ccc3nonc3c2)C1 (centres undefined),nt,nt,3,1,nt,-0.1,nt,-10
S=C=Nc1cccc(C2(N3CCCCC3)CCCCC2)c1,0,4,nt,-3,2,-0.9,-2,-3
COc1ccccc1C=C1C(=O)NC(=S)NC1=O,-2,2,nt,-1,4,3.5,-4,nt
CC12CCC3C(CCC4(O)CC(O)CCC34C=O)C1(O)CCC2C1=CC(=O)OC1 (centres undefined),96*,nt,19,nt,nt,-2.1,-7,4
COc1cc(CN=C(C)c2c(O)n(C)c(=O)n(C)c2=O)cc(OC)c1,nt,nt,1,-1,nt,1.5,5,4
C[C@]12CCC3C(CC[C@H]4C[C@H](O)CC[C@]34C)C1[C@@H](O)C[C@@H]2O (some centres undefined),-10,-6,5,-2,-1,4.5,-2,0
COC(=O)[C@H]1[C@H](CO)[C@H]2Cn3c(ccc(-c4ccccc4)c3=O)[C@@H]1N2CCc1ccccc1,-2[16.7 µM],-2,nt,nt,1,1.2,-57,-18
# (further entries)
SMILES,miR122 inh,PglD DTNB,FN deposit inh,PGC1a acetyl inh,Cneo AK release,CFTR F508del cor,Statin myotox sup,INS-1E GSIS act
Fc1ccc2c(c1)nnn2C1CCN(Cc2nnnn2CCc2ccccc2)CC1,4,-3,1,-8,-5,nt,4,nt
O=C(Cc1ccccc1)N1CCCCN2[C@H](CO)[C@@H](c3ccc(C#CC4(O)CCCC4)cc3)[C@@H]2C1,8[16.7 µM],0,nt,18,1,0.4,nt,23
O=C(Cc1ccccc1)OC(COCc1ccccc1)CN1CCOCC1 (centres undefined),-3,3,nt,7,-1,nt,-9,nt
NC(Cc1ccccc1)c1csc(Nc2ccccn2)n1 (centres undefined),nt,2,12,nt,-3,3.5,nt,-16
CC[n+]1c(/C=C/C=C/c2ccc(N(C)C)cc2)sc2ccccc21,-4,4,2,20,-4,-10,nt,-58
CCOC(=O)/C(=N\Nc1ccccc1)N1CC1,nt,nt,-1,-6,nt,-2.0,nt,18
C#CC1(O)C=CC2C3CCC4=CC(=O)CCC4C3CCC21CC (centres undefined),-8,5,7,-17,1,3.2,7,-17
CC[C@H]1CN2CCC1C[C@@H]2[C@H](O)c1ccnc2ccc(OC)cc12 (some centres undefined),-4,-1,1,10,10,-1.7,-9,nt
COc1ccc(OC(=O)N(C)C[C@@H]2OCc3cnnn3CCCC(=O)N([C@@H](C)CO)C[C@@H]2C)cc1,-3,-3&-1&-5,0&-16,4&2&-3,-1&-1&2,2.5&-2.7&-2.8,-2&-17&5,2&0
O=C(Cc1ccccn1)N1CCCCN2[C@H](CO)[C@@H](c3ccc(-c4ccccc4F)cc3)[C@H]2C1,3[16.7 µM],-2,nt,0,0,0.5,4,-5
COc1cc2c3cc1Oc1cc(ccc1O)C[C@@H]1c4c(cc(OC)c(O)c4Oc4cccc(c4)C[C@@H]3N(C)CC2)CC[N+]1(C)C,8,9,0,nt,0,0.9,1,2
COC(=O)C(O)(c1ccc(NC(=O)c2ccco2)c(OC)c1)C(F)(F)F (centres undefined),-6,4,nt,-20,-2,nt,0,-5
CCN(CC)c1ccc(C=C2C(=O)N(C)C(=S)N(C)C2=O)o1,-7,-1,-5,-5,-1,2.3,nt,5
Cc1ccc(S(=O)(=O)Oc2ccccc2C=C2C(=O)N(C)C(=O)N(C)C2=O)cc1,nt,-3,-3,nt,-1,-0.7,1,nt
Fc1cccc(-c2ccc3c(c2)CN(c2cccc(Cl)c2)Cc2cnnn2-3)c1,5,-3,-3,3,0,0.2,3,1
Cn1cnc(CCN)c1,2,-2,-8,nt,0,-5.8,6,nt
COC(=O)C(O)(c1c[nH]c2ccccc12)C(F)(F)F (centres undefined),-7,6,6,nt,-1,nt,-4,nt
Cc1ccc(OP(=O)(NCc2ccccc2)Oc2ccc(C)cc2)cc1,59,-1,nt,-3,5,nt,nt,-12
O=c1[nH]c(=O)n(-c2ccccc2Cl)c(O)c1C=NCCN1CCCCC1,-1,1,nt,2,0,nt,2,3
CC(=O)C1CCC2C3CCC4CC(O)CCC4(C)C3CCC12C (centres undefined),1,1,-1,-2,-2,-1.6,-6,nt
O=C(COc1ccc(Br)cc1)N1CCN(Cc2c[nH]c3ccccc23)CC1,-16,-5,nt,11,2,nt,6,nt
Cc1cccc(CN2CCCC(C(=O)c3ccc4c(c3)OCO4)C2)n1 (centres undefined),4,0,6,-16,0,0.0,3,5
CCOc1cc2c(cc1OCC)-n1cccc1C(c1ccc(F)c(OC)c1)NC2 (centres undefined),nt,2,-4,nt,0,1.5,8,-40
COc1ccc(C#Cc2ccc([C@H]3[C@H]4CN(C(=O)Cc5cccnc5)CCCCN4[C@H]3CO)cc2)cc1,-16[16.7 µM],-1,nt,-12,0,-0.4,nt,2
N#CC1c2ccccc2-n2nncc2CN1S(=O)(=O)c1ccccc1 (centres undefined),6,0,0,-2,2,-1.6,-18,23
c1ccc(C2CC2)c(OCC2=NCCN2)c1,-5,-1,1,-4,0,3.5,3,nt
O=Cc1cn(Cc2ccccc2F)c2ccccc12,-6,nt,5,8,nt,-3.2,nt,1

# Just Cneo AK release, for some of the entries so far:
SMILES	Cneo AK release
Cc1ccc(OP(=O)(NCc2ccccc2)Oc2ccc(C)cc2)cc1	5
COc1cc2c3cc1Oc1cc(ccc1O)C[C@@H]1c4c(cc(OC)c(O)c4Oc4cccc(c4)C[C@@H]3N(C)CC2)CC[N+]1(C)C	0

# This is a subset. The share of hits here may be higher or lower than overall.
